NIH3T3 tox: cytotoxic compounds in NIH 3T3 cells; NIH 3T3 viability, CellTiter-Glo ATP luminescence, 48-72 h; Potency, µM (top dose mostly 96.7 µM), for inactives: at the highest dose activity change, negative = cytotoxicity, usual class: inhibitors; actives 4.3% (n = 94,000); also: potency is read from the fitted curve at half-maximal effect; nearly all actives have a fitted effect of over 55% in size
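Cytotoxicity is measured as loss of cellular ATP: NIH 3T3 cells (400/well) are exposed to compound for 48 or 72 hr at 37 °C, then CellTiter-Glo luminescence is imaged after 10 min at room temperature.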
Luciferase inh: blocks purified firefly luciferase enzyme activity; P08659; purified P. pyralis luciferase, luminescence, biochemical; Potency, µM (top dose mostly 115 µM), without a hit: top-dose activity change, negative = inhibition, hits mostly inhibitors; actives 2.5% (n = 76,000); also: potency is read from the fitted curve at half-maximal effect; nearly all actives have a fitted effect of over 65% in size
Target sequence (P08659 whole entry, looked up): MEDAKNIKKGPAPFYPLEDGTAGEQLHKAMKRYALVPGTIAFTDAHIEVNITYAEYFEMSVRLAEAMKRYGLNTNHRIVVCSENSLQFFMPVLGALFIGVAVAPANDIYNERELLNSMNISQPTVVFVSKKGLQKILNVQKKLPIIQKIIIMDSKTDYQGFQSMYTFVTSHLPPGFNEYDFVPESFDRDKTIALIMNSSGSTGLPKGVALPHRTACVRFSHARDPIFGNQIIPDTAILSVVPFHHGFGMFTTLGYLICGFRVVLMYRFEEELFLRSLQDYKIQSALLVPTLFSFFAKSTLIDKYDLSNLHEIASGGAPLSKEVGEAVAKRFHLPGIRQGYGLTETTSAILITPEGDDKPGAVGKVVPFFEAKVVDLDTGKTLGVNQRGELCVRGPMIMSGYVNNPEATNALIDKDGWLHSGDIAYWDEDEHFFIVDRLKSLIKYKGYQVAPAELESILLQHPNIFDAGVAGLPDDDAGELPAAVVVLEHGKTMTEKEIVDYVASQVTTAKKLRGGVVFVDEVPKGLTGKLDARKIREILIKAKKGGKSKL
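Biochemical qHTS: compound (6-point titration) added to 10uM D-luciferin plus 10uM ATP in Tris acetate pH 7.5 buffer with Mg, Tween-20 and BSA, then purified enzyme at 10nM; light output imaged.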
HEK293 tox: kills HEK 293 cells. actives 6.6% (n = 94,000). Potency, µM (highest dose often 115 µM), for the others: at the highest dose activity change, negative = cytotoxicity, most hits filed as inhibitors. HEK 293 viability, ATP luminescence (CellTiter-Glo), 48-72 h; also: potency is read from the fitted curve at half-maximal effect; nearly all actives have a fitted effect of over 60% in size
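Cells seeded first (HEK 293, 250 cells/well), then compound added by pintool. Incubation ran 48 or 72 hr at 37 degree Celsius. CellTiter-Glo was added and luminescence imaged after 10 min at room temperature.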
GPT2 inhibitor: GPT2 alanine aminotransferase inhibition | Q8TD30 | Recombinant GPT2, coupled pyruvate oxidase/HRP Amplex Red fluorescence | Potency, µM (top dose mostly 57.7 µM), without a hit: at the top dose activity change, negative = inhibition, most hits filed as inhibitors | actives 0.25% (n = 100,000) | AID 1671188; also: potency is read from the fitted curve at half-maximal effect; nearly all actives have a fitted effect of over 60% in size; many of its hits are not listed in these tables
Target sequence (Q8TD30 whole entry, looked up): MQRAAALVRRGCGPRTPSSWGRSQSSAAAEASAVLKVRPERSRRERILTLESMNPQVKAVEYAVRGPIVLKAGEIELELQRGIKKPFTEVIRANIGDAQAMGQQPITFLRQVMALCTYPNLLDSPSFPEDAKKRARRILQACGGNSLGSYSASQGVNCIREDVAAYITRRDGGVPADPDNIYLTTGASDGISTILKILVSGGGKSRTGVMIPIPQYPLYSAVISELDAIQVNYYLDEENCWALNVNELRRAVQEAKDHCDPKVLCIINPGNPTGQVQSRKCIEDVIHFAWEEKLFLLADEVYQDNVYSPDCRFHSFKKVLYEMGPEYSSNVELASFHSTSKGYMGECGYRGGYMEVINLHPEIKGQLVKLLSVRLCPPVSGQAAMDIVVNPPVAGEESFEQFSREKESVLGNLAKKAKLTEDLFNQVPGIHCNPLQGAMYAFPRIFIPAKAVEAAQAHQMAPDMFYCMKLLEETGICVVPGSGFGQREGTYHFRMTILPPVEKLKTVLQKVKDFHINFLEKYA
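GPT2 10ng/uL, a-KG 250uM, L-Ala 2mM, HEPES pH7.5 + 0.0001% Tween; 30 min RT. Then Amplex mix (PO/HRP/ThPP), 30 min RT dark, fluorescence. AOA 50uM used as positive control.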
SNCA expr inhib: SNCA gene expression inhibition; HEK-293 SNCA-luciferase knock-in, luminescence, 24 h; AID 1671194; Potency, µM (top dose mostly 57.2 µM), for the others: top-dose activity change, negative = inhibition, actives largely listed as inhibitors; actives 0.17% (n = 140,000);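 also: potency is read from the fitted curve at half-maximal effect; plate controls were DMSO cells for no effect and cell-free wells for full effect; nearly all actives have a fitted effect of over 45% in size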
IP6K1 inh: blocks human inositol hexakisphosphate kinase 1; Q92551; IP6K1 kinase, ADP-Glo luminescence, 2 h; stronger effect = lower value; activity change, % (series mostly up to about 58 µM); actives 0.81% (n = 140,000); AID 1645851; in the data active = activity change below about -25%
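ADP-Glo luminescence measures ADP made by human IP6K1 during a 2 h RT reaction with ATP/IP6 (mix at 1.3 mM/130 uM); top library doses 57.5 and 19.1 uM final.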
SNCA viab count: reduces viability of HEK-293 SNCA reporter cells; AID 1671193; Potency, µM (titrated, usually from 57.1 µM), inactives show at the highest dose activity change, negative = cytotoxicity, usual class: cytotoxic; HEK-293-SNCA-luc viability, GF-AFC fluorescence, 24 h; actives 0.12% (n = 150,000);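 also: potency is read from the fitted curve at half-maximal effect; 0% = DMSO-treated cells and -100% = medium-only wells without cells; nearly all actives have a fitted effect of over 30% in size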
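HEK-293-SNCA-luc cells (1500/well) plated 24 h, then exposed 24 h to a dilution series; GF-AFC added 30 min at 37C, fluorescence 405/540 nm; normalised to medium-only and DMSO wells, Hill fit.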
Active calls of the source: *; i = inactive; u = inconclusive; x = no result given; [ ] = dose if it differs, or a comment. Unless noted, calls follow the shape of the dose curve; as a rule, active = well fitted curve in the direction sought with a large enough effect; inconclusive = small, poorly fitted or top-dose-only effect, or another doubt; inactive = no such curve, though single readings can be large; an effect the other way counts as inactive or inconclusive. Unless noted, % is scaled to controls: 0 for no effect and ±100 for the full control effect. Not all compounds are listed. The share of hits here may be higher or lower than overall.

SMILES | NIH3T3 tox | Luciferase inh | HEK293 tox | GPT2 inhibitor | SNCA expr inhib | IP6K1 inh | SNCA viab count
Oc1ccc(-c2nc(C3CC3)nc3c2CCN(Cc2ccccn2)CC3)cc1 | -39% | -4% | -12% | i | u | 28 | 1%
Cc1cc(C(=O)N2Cc3cnn(C)c3Nc3ccccc32)ccc1CNC(=O)N1CCC[C@H]1C(=S)N1CCCN(C)CC1 | x | x | x | 2% | x | -2 | 4%
Cc1cccc(NC(=O)N2C[C@@H](F)C[C@H]2C(=O)N2CCc3ccccc3C2)c1 | -10% | u | -6% | i | 44%[activator] | 1 | u
CCc1nnc([C@@H]2CC(F)(F)CN2C(=O)CCn2cccn2)o1 | 1% | -9% | 4% | i | 7% | 4 | -2%
COc1ccc(NC(=O)c2cnc[nH]2)cc1 | x | x | x | x | 14µM* | -3 | -12%
CN(C(=O)CN1C(=O)CCSc2ccc(S(=O)(=O)N3CCCC3)cc21)c1ccccc1 | x | x | x | x | -13% | 5 | 11%
Cc1ccc(-c2nn3c(=O)cc(CN4CCN(C(=O)Nc5cc(Cl)ccc5C)CC4)nc3s2)cc1 | x | x | x | x | 22% | -9 | -4%
COc1ccc(OC)c(CCNC(=O)c2csc3c2CCCCC3)c1 | x | x | x | x | 28% | 1 | 5%
O=C(NCc1ccc2c(c1)CCN2C(=O)c1ccccc1)Nc1cccc(C(F)(F)F)c1 | x | x | x | x | -3% | 4 | u
O=C(CCC1CCN(C(=O)c2ccccc2)CC1)N1CCC(Cc2ccccc2)CC1 | u | -16% | u | -5% | -1% | 16 | -8%
C/C(=C\CCC1(C)C2CC3C(C2)C31C)C(=O)O (stereo not given) | x | x | x | i | x | 0 | 19%
CC1Cc2ccccc2N1C(=O)CSc1nnc(-c2ccccc2Cl)o1 (stereo not given) | x | x | x | x | 22% | 4 | -19%
C[S+](=O)([O-])N1CC2ON=C(C(=O)N3CCN(c4ncccn4)CC3)C2C1 (stereo not given) | i | x | i | i | -15% | 15 | 8%
Cc1ccccc1CN1CCn2c(nn(CC3COc4ccccc4O3)c2=O)C1=O (stereo not given) | -18% | -4% | -12% | 5% | -14% | -4 | -5%
CSc1ccc(CC2C(=O)Nc3ccccc32)cc1 (stereo not given) | x | x | x | x | 123%[activator] | 5 | -6%

Profiles as entered above. Screens in order: NIH3T3 tox | Luciferase inh | HEK293 tox | GPT2 inhibitor | SNCA expr inhib | IP6K1 inh | SNCA viab count
CSc1ccc(CC2C(=O)Nc3ccccc32)cc1 (stereo not given) as listed: x | x | x | x | 123%[activator] | 5 | -6%
O=C(NCc1ccc2c(c1)CCN2C(=O)c1ccccc1)Nc1cccc(C(F)(F)F)c1 as listed: x | x | x | x | -3% | 4 | u
COc1ccc(OC)c(CCNC(=O)c2csc3c2CCCCC3)c1 as listed: x | x | x | x | 28% | 1 | 5%
CCc1nnc([C@@H]2CC(F)(F)CN2C(=O)CCn2cccn2)o1 as listed: 1% | -9% | 4% | i | 7% | 4 | -2%

(continued)
SMILES | NIH3T3 tox | Luciferase inh | HEK293 tox | GPT2 inhibitor | SNCA expr inhib | IP6K1 inh | SNCA viab count
CCOc1ccc(-n2c(=O)c3c4c(sc3n(CC(=O)NC(C)CC)c2=O)CCCCC4)cc1 (stereo not given) | x | x | x | x | 20% | 0 | -8%
CCS(=O)(=O)N1CCc2cc(C(=O)N3CCN(c4ccccc4)CC3)ccc21 | x | x | x | x | 27% | 3 | 6%
O=c1ncn(CC2CC2)c2ccc(-c3ccc(F)cc3)nc12 | u | u | i | -5%[88.5 µM] | 77%[activator][87.6 µM] | 9 | 4%[87.6 µM]
O=C1NC(C(=O)O)Cn2cccc21 (stereo not given) | -6% | 6% | -1% | 1% | -10% | 4 | -7%
O=C(NCc1ccccc1)N1CCCCC1c1nc(C2CC2)n[nH]1 (stereo not given) | -2% | -10% | -4% | i | 2% | -12 | 10%
COc1cccc2c1C(=O)c1c(O)c3c(c(O)c1C2=O)C[C@@](O)(C(=O)CO)C[C@@H]3O[C@H]1C[C@H](N)[C@H](O[C@@H]2CCCCO2)[C@H](C)O1 | x | x | x | u | -23%[25.6 µM] | -23 | -10%[23.9 µM]
Cc1nnc(-c2cc(-c3cccc(F)c3)ccn2)n1C1CCCCC1 | u | -20%[172 µM] | u | 3%[88.5 µM] | u | -13 | -14%[87.6 µM]
CCOc1ccc(Nc2nc3ccccc3n3c(CC)nnc23)cc1 | x | x | x | x | 43%[activator] | -7 | 4%
CCCSc1nc2c([nH]c3ccccc32)c(=O)n1C | x | x | x | x | -2% | 36 | 5%
CC(=O)c1ccc(NC(=O)O[C@@H]2CO[C@H]3[C@@H]2OC[C@@H]3NC(=O)c2ccccc2)cc1 | -20%[174 µM] | -1%[172 µM] | u | i | 6%[87.6 µM] | 2 | -2%[87.6 µM]
Cc1ccc(C)c(Cn2c(=O)n(CC3CCC(C(=O)N4CCOCC4)CC3)c(=O)c3sccc32)c1 (stereo not given) | x | x | x | x | 3% | 2 | 11%
O=c1c2nc(-c3ccc(Cl)cc3)ccc2ncn1Cc1ccccn1 | u | -19%[172 µM] | u | -4%[88.5 µM] | 5%[87.6 µM] | 6 | -22%[87.6 µM]
O=C(Nc1ccc(F)cc1)c1ccc(-n2cnnc2)cc1 | x | x | x | x | 56%[activator] | 44 | 10%
COc1ccc(S(=O)(=O)Nc2cc(-c3c(O)ccc4ccccc34)c(O)c3ccccc23)cc1 | x | x | x | i | 7% | x | -13%
COC(=O)c1ccc(NC(=O)Cn2cnc3c2c(=O)n(C)c(=O)n3C)cc1 | x | x | x | x | -21% | 3 | -21%
Cc1onc(-c2cnn(C)c2NCc2ccc(C#N)cc2)c1C(=O)N(C)c1ccccc1 | 45µM* | -18%[172 µM] | u | -18%[88.5 µM] | 37%[activator][87.6 µM] | 14 | -1%[87.6 µM]
COc1ccc(CN(C)S(=O)(=O)c2nnc(NC(=O)C(C)C)s2)cc1OC | x | x | x | x | u | -9 | 16%
NC(=O)c1cccnc1N1CCC2(CC1)CC(C(=O)O)N(C(=O)C1CC1)C2 (stereo not given) | i | -2% | -3% | i | 6% | 3 | -1%
Cc1ccc(N2CC(c3noc(C4(c5ccccc5)CC4)n3)CC2=O)cc1 (stereo not given) | u | -14% | -22% | i | 5% | -9 | -1%
CCOc1ccc(C(=O)N(Cc2cc(OC)c(OC)c(OC)c2)c2ccccn2)cc1 | x | x | x | x | 34%[activator] | 12 | u
CC(C)NC(=O)N1C[C@@H]2CCCN3CCC[C@@H]([C@H]23)[C@H]1CCCC(=O)Nc1ccccc1 | -4% | 5% | -6% | -1% | -18% | -6 | -1%
CC(C)(C)OC(=O)N1CCC(c2c(C(=O)N3CCN(c4ncccn4)CC3)cnn2-c2ccc(F)cc2)CC1 | x | x | x | x | -4% | -14 | 9%
Cc1nc(S(=O)(=O)N2CCN(c3cccc(Cl)c3)CC2)cn1C | x | x | x | x | 9% | 15 | 2%
CCOC(=O)c1c(C)n(-c2ccc(OC)cc2)c2ccc(OC(=O)COc3ccccc3)cc12 | x | x | x | x | -3% | -1 | -4%
CC(=O)c1cc(-c2ccc(F)cc2)n(CC(=O)NC(C)c2ccccc2)c1C (stereo not given) | x | x | x | x | -20% | 10 | 3%
CC1=C[C@@H](CNCc2ccccn2)[C@H](C(C)C)C[C@H]1Cc1nnc(-c2ccccc2)o1 | u | -6%[172 µM] | 79µM* | -5%[88.5 µM] | u | -5 | u
O[C@@H]1C[C@@H](c2nc(C3CC3)no2)N(Cc2ccc(OC(F)(F)F)cc2)C1 | u | 8%[172 µM] | -22%[172 µM] | -7%[88.5 µM] | -6%[87.6 µM] | -4 | 9%[87.6 µM]
Cc1ccc(S(=O)(=O)c2cn(Cc3cccc(C)c3)c3cc4c(cc3c2=O)OCO4)cc1 | x | x | x | x | 4% | 7 | -19%
Cc1ccc(-c2cc3n(n2)CCCN(C(=O)CCc2cc(Cl)no2)C3)o1 | -16% | x | i | i | -5% | 8 | -27%
Cc1ccc(-c2nc3ccccn3c2Nc2ccc3c(c2)OCO3)o1 | x | x | x | x | -22% | -15 | -18%
COCCN1C(=O)CS(=O)C12CCN(S(=O)(=O)c1c(C)noc1C)CC2 (stereo not given) | i | -1% | -15% | i | -20% | -1 | -1%
COc1cc(Cl)c(NS(=O)(=O)c2ccc3[nH]c(=O)ccc3c2)c(OC)c1 | x | x | x | x | 39%[activator] | -4 | 16%
CCOc1cc(C)c(Cl)cc1S(=O)(=O)n1cnc2ccccc21 | x | x | x | -10%[27.3 µM] | x | -20 | -28%[23.9 µM]
COc1ccc(CCNC(=O)c2ccc3c(c2)N(Cc2cc(C)ccc2C)C(=O)c2ccccc2S3=O)cc1OC (stereo not given) | x | x | x | x | 17% | 24 | -5%
COc1ccc(C(=O)c2cn(Cc3ccccc3F)c3cc4c(cc3c2=O)OCCO4)cc1OC | x | x | x | x | 36%[activator] | -2 | u
O=C(NC1CCN(C(=O)c2ccc(-c3cccs3)cc2)CC1)c1ccccc1F | u | x | u | -2% | 19% | -3 | -1%[12.5 µM]
Cc1cccc(S(=O)(=O)N2CCC(n3cnnc3C3CC3)CC2)c1 | -28% | 6% | -14% | i | 6% | 11 | 7%
Cn1c(CO[C@H]2CN(Cc3ccc(S(C)(=O)=O)cc3)C[C@H]2F)nc2ccccc21 | -6%[138 µM] | -8%[172 µM] | -18%[172 µM] | 2%[88.5 µM] | -15%[87.6 µM] | -5 | -6%[87.6 µM]
Cc1ccc2c(c1)C(c1ccccc1)N(C(=O)c1ccccc1F)CC(=O)N2 (stereo not given) | x | x | x | x | -17% | -14 | -3%
Cc1ccc(NC(=O)N2CCC(CCNC(=O)c3cccc(F)c3)CC2)cc1 | -25% | -17% | -11% | 0% | 18% | -4 | 8%
Cc1ccccc1Cn1c(CN2CCC(C(=O)NCCN(C)C)CC2)cc2ccccc21 | x | x | x | x | 0% | 6 | 5%
Cc1nn(C)c(C)c1-c1ccnc(NCC2CC(=O)N(C3CCCC3)C2)n1 (stereo not given) | -26% | -5% | u | -16% | -7% | 1 | 3%
COCc1ccc2c(c1)c(OC(C)(C)C(=O)N1CC(O)C1)nn2CCC(C)C | u | 9%[172 µM] | -7%[172 µM] | u | -18%[87.6 µM] | -17 | -2%[87.6 µM]
COc1ccc(Cn2c(=O)c(C(=O)N3CCN([S+](=O)([O-])c4c(C)noc4C)CC3)nc3cccnc32)cc1 | -24% | x | u | -10% | 1% | 10 | 9%
CCOc1cccc(CN(C)Cc2cn[nH]c2-c2ccc(F)cc2)c1O | -4% | 0% | u | -7% | -5% | 0 | -1%
Cc1cc(C)cc(NS(=O)(=O)c2ccc3c(c2)NC(=O)C(C)S3)c1 (stereo not given) | x | x | x | x | u | 17 | 2%

Source: PubChem BioAssay (National Center for Advancing Translational Sciences (NCATS))
